Screening data: PubChem BioAssay, National Center for Advancing Translational Sciences (NCATS)
KB-3-1 tox: KB-3-1 parental cell cytotoxicity. KB-3-1 viability, CellTiter-Glo ATP luminescence, 72 h. Potency, µM (titrated, usually from 46.1 µM), inactives show top-dose activity change, negative = cytotoxic, hits mostly cytotoxic. actives 1.4% (n = 400,000). AID 1347075; also: potency is read from the fitted curve at half-maximal effect; % is scaled to controls: 0 for no effect and ±100 for the full control effect; nearly all actives have a fitted effect of over 60% in size
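Luminescent ATP read-out (CellTiter-Glo) measures survival of drug-naive KB-3-1 cells after 72 h compound exposure at 37 °C. Titration series was screened from lowest to highest concentration, with DMSO vehicle plates as background controls.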
HT1080NT lethal: kills 2HG-producing HT-1080-NT fibrosarcoma cells. actives 1.6% (n = 360,000). HT-1080-NT fibrosarcoma viability, CellTiter-Glo ATP luminescence, 48 h. Potency, µM (highest dose often 46.1 µM), without a hit: at the top dose activity, negative = less viability, hits mostly cytotoxic. AID 686970;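 also: NT is the 2HG producing partner of a matched IDH1 knockdown line; potency is read from the fitted curve at half-maximal effect; 0% = DMSO-treated cells and -100% = media-only wells without cells; nearly all actives have a fitted effect of over 55% in size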
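Luminescent CellTiter-Glo readout after 48 hours of compound exposure at 37 degrees C defined viability of HT-1080-NT cells. Activity was normalized to DMSO wells and cell-free media wells; concentration-response curves were fitted and assigned curve classes.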
SW480 rerep: DNA re-replication induction in SW480 cells. SW480 DNA re-replication, Hoechst DNA content imaging, 48 h. Potency, µM (highest dose often 46.1 µM), for inactives: at the highest dose re-replication activation, hits mostly activators. actives 1.8% (n = 340,000). AID 624297; also: potency is read from the fitted curve at half-maximal effect; % of control where 0% means no effect; nearly all actives have a fitted effect of over 55% in size
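Hoechst fluorescence of nuclei (405 nm excitation, 500-530 nm emission) measured by plate-scanning imager after 48 hr compound exposure at 37 C; re-replication scored as increased number of nuclei with elevated intensity.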
KB-V1 cytotox: KB-V1 MDR subline cytotoxicity | KB-V1 MDR cells viability, CellTiter-Glo, 72 h | AID 1347076 | Potency, µM (titrated, usually from 46.1 µM), inactives show top-dose activity change, negative = cytotoxicity, usual class: cytotoxic | actives 3.4% (n = 400,000); also: potency is read from the fitted curve at half-maximal effect; % is scaled to controls: 0 for no effect and ±100 for the full control effect; nearly all actives have a fitted effect of over 60% in size
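Compound-treated KB-V1 multidrug-resistant cells, 72 h, 37 degrees C; viability by CellTiter-Glo. Fitted qHTS curves give the values.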
MCF10A rereplic: induces DNA re-replication in MCF 10a normal breast cells; Potency, µM (doses to about 46.1 µM), inactives show at the top dose activity, positive = re-replication, usual class: activators; MCF 10A DNA re-replication, Hoechst nuclear intensity, 48 h; actives 2.9% (n = 350,000); AID 624296; also: potency is read from the fitted curve at half-maximal effect; % of control where 0% means no effect; nearly all actives have a fitted effect of over 50% in size
HT1080 IDH1KD tx: toxicity to HT-1080 IDH1 knockdown cells (counter line); HT-1080 IDH1 knockdown viability, ATP luminescence, 48 h; Potency, µM (doses to about 46.1 µM), inactives show at the highest dose activity, negative = toxicity, actives largely listed as cytotoxic; actives 2% (n = 360,000); AID 686971;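 also: potency is read from the fitted curve at half-maximal effect; 0% = DMSO wells and -100% = cell-free medium wells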
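In this qHTS, HT-1080 cells depleted of IDH1 are exposed for 48 h at 37 °C to compound titrations. Toxicity is scored from CellTiter-Glo luminescence, with DMSO as full viability and medium alone as none.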
ATXN2 expr inh: ATXN2 expression inhibition | HEK-293 ATXN2-luciferase reporter, luminescence, 24 h | Potency, µM (doses to about 57 µM), for the others: top-dose activity change, negative = inhibition, actives largely listed as inhibitors | actives 0.72% (n = 360,000); also: potency is read from the fitted curve at half-maximal effect; % is scaled to controls: 0 for no effect and ±100 for the full control effect; nearly all actives have a fitted effect of over 55% in size
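qHTS (up to 57 uM final) was run with 24 h compound exposure of reporter cells at 37 °C. Each well was multiplexed: SteadyGlo luminescence measured ATXN2-luciferase expression after a fluorogenic Gly-Phe-AFC viability readout (25 uM final).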
IL1B secr inh: inflammasome signaling inhibition, IL-1 beta readout; THP-1 LPS/ATP IL-1B secretion, AlphaLISA, 16 h; active compounds read low; activity change, % at 57.5 µM; actives 4.7% (n = 360,000); AID 743279; in the data active = activity change below about -50%; inconclusive = mostly about -30% to -49%; also: % is scaled to controls: 0 for no effect and ±100 for the full control effect
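THP-1 cells pretreated 1 hr with compounds (up to 57.5 uM final), then stimulated with LPS (250 ng/mL final) plus ATP (1.25 mM final); secreted IL-1B measured by AlphaLISA after 16 hr, decreased signal indicating inhibition.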
ATXN viability: viability counter-screen for ATXN expression inhibitors; S2 cells (HEK-293 line with an ATXN2-luciferase reporter) viability, CellTiter-Fluor protease fluorescence, 24 h; Potency, µM (top dose mostly 56.7 µM), usual class: cytotoxic; actives 0.49% (n = 400,000); also: potency is read from the fitted curve at half-maximal effect; nearly all actives have a fitted effect of over 40% in size
Active calls of the source: *; i = inactive; ? = inconclusive; . = no result given; & = joins results of further samples; [ ] = another dose, or the depositor's remark. Unless noted, calls follow the shape of the dose curve; as a rule, active = well fitted curve in the direction sought with a large enough effect; inconclusive = small, poorly fitted or top-dose-only effect, or another doubt; inactive = no such curve, though single readings can be large; an effect the other way counts as inactive or inconclusive.

cpd | Compound | KB-3-1 tox | HT1080NT lethal | SW480 rerep | KB-V1 cytotox | MCF10A rereplic | HT1080 IDH1KD tx | ATXN2 expr inh | IL1B secr inh | ATXN viability
1 | O=C(O)CN1C(=O)/C(=C\c2cc(Br)ccc2OCc2ccc([N+](=O)[O-])cc2)SC1=S | 10% | 9% | -11% | 0% | 2% | 23% | 4% | -21 | i
2 | C=CCn1c(SCC(=O)Nc2nnc(CC)s2)nnc1-c1cccnc1 | 5% | -1% | 2% | 19% | -1% | -1% | -1% | 30 | i
3 | COC(=O)C1=C(C(=O)OC)[C@]2([C@H]3CCCCN[C@@H](Cc4ccccc4)C(=O)N3Cc3ccccc3)C=C[C@H]1O2 | ? | -10% | 19% | ? | 70% | -20% | -29% | -4 | i
4 | CN1CCN(CCC(=O)Nc2cccc(F)c2)CC1 | -2% | -6% | 0% | -3% | 6% | 6% | 1% | 13 | i
5 | C=CCN(c1ccccc1Cl)S(=O)(=O)c1cc(C(=O)N2CCCC2)ccc1Cl | -15% | 0% | -13% | ? | -2% | -1% | . | 1 | i
6 | CC(=O)OC(COc1cccc(C)c1)Cn1cnc2ccccc21 (configuration not stated) | -10% | -11% | -5% | ? | 24% | -7% | . | 0 | i
7 | COc1cccc(CNC(=O)C2CCN(S(=O)(=O)N3CCC4(CC3)OCCO4)CC2)c1 | 28% | -1% | 17%&-3% | -22% | -2%&-40% | 1% | -1% | -6 | i
8 | Cc1ccccc1OCCCC(=O)Nc1nncs1 | 3% | -21% | ? | 2% | 26% | -16% | . | -10 | i
9 | COc1cccc(C(=O)N2CCC(CCC(=O)Nc3cccc(C)c3)CC2)c1 | -1% | -7% | -7% | -4% | 6% | 0% | -5% | -6 | i
10 | CC(C)N(C(=O)CSc1nnc(NC2CC2)s1)c1ccccc1 | 20% | 8% | -22% | 25% | 4% | 1% | 1% | 1 | i
11 | COc1ccccc1NC(=O)c1cc(Br)ccc1Cl | -1% | -6% | 9% | -27% | 13% | -2% | 4% | 57 | i
12 | CCN(CC)CCOc1nc(C)nc2c1oc1ccccc12 | 0% | 5% | 3% | -1% | -2% | 9% | -3% | ? | i
13 | CC(C)C[C@H](NC(=O)OC(C)(C)C)c1nnc(SCC(=O)Nc2ccc(Br)cc2)o1 | 14% | -6% | ? | -6% | 10% | -15% | -23% | -4 | i
14 | O=C(Nc1ccc(S(=O)(=O)NCc2cccnc2)cc1)c1ccccc1Cl | -26% | 1% | 2% | 9% | 20% | -9% | -12% | 2 | i
15 | CCc1ccccc1NC(=O)CN(C)C(=O)COc1ccc(C)nc1[N+](=O)[O-] | ? | -4% | -3% | ? | 1% | -4% | 5% | 39 | i
16 | COc1ccc(OC)c(NC(=O)C2CCCCC2)c1 | -13% | 1% | -2% | -1% | -5% | 1% | . | 1 | i
17 | CCN(C(=O)c1cccc(S(=O)(=O)N(C)C)c1)C12CC3CC(CC(C3)C1)C2 | ? | -9% | 9% | ? | ? | -14% | -35% | -7 | i
18 | COc1cc(C(=O)OCC(=O)c2cc(C)n(CC3CCCO3)c2C)ccc1OCC(=O)N1CCOCC1 (configuration not stated) | 0% | 7% | 6% | 3% | -14% | 0% | 1% | 0 | i
19 | CC(=O)Nc1ccc(CN(C)c2c(C)nc3ccc(C(=O)N4CCN(c5ccccc5)CC4)cn23)cc1 | 0% | -3% | . | 5% | . | -5% | -7% | 31 | i
20 | O=C(COc1ccc(Cl)cc1Cl)N(c1ccccn1)C1CCCCC1 | ? | -12% | 17% | -26% | ? | -9% | 10% | -17 | i
21 | O=C(Cn1ncc(Cl)c(Cl)c1=O)NC1CCS(=O)(=O)C1 (configuration not stated) | -13% | -5% | ? | -10% | ? | 2% | 1% | -6 | i
22 | Cn1nnnc1SCC(=O)NCc1cccs1 | 6% | 8% | -1% | 0% | -1% | 4% | 5% | 14 | i
23 | CN1CCC/C1=C/C=C1\SC(=S)NC1=O | -1% | -3% | -5% | -9% | -7% | 13% | 35%[activator] | -20 | i
24 | O=C(OCc1ccccc1)N1C=CC2CC1c1c(Cl)cccc12 (configuration not stated) | 5% | -6% | 13% | -6% | 23µM* | -29% | 2% | -8 | i
25 | O=C(CN1CCN(C/C=C/c2ccccc2)CC1)NC(=O)NC1CCCCC1 | -1% | -8% | -6% | -26% | 16% | -7% | 0% | ? | i
26 | CC(NC(=O)c1ccccc1Cl)C1COc2ccccc2O1 (configuration not stated) | 0% | 1% | -5% | -5% | 5% | -2% | 24% | -9 | i
27 | O=C(NNC(=O)c1ccccc1-n1cccc1)c1ccc(Cl)cc1Cl | -8% | -7% | 18% | 0% | 14% | -3% | 1% | -1 | i
28 | O=C(Nc1ccccc1Br)C(=O)N1CCCC1 | 23% | 3% | ? | -8% | -5% | 12% | 48%[activator] | 9 | i
29 | Cc1ccc(Cl)cc1N1CCN(C(=O)c2ccc3nc[nH]c3c2)CC1 | ? | -21% | -6% | ? | 5% | -25% | 0% | ? | i
30 | Cn1c(=O)c2c(nc(OCC3COC(C)(C)O3)n2Cc2ccccc2F)n(C)c1=O (configuration not stated) | 12% | -1% | -4% | -20% | -1% | 5% | -3% | -16 | i

Some of the entries so far, with two lines to a compound:
Below each compound – KB-3-1 tox	HT1080NT lethal	SW480 rerep	KB-V1 cytotox	MCF10A rereplic	HT1080 IDH1KD tx	ATXN2 expr inh	IL1B secr inh	ATXN viability
6) CC(=O)OC(COc1cccc(C)c1)Cn1cnc2ccccc21 (configuration not stated)
    -10%	-11%	-5%	?	24%	-7%	.	0	i
7) COc1cccc(CNC(=O)C2CCN(S(=O)(=O)N3CCC4(CC3)OCCO4)CC2)c1
    28%	-1%	17%&-3%	-22%	-2%&-40%	1%	-1%	-6	i
8) Cc1ccccc1OCCCC(=O)Nc1nncs1
    3%	-21%	?	2%	26%	-16%	.	-10	i
9) COc1cccc(C(=O)N2CCC(CCC(=O)Nc3cccc(C)c3)CC2)c1
    -1%	-7%	-7%	-4%	6%	0%	-5%	-6	i
10) CC(C)N(C(=O)CSc1nnc(NC2CC2)s1)c1ccccc1
    20%	8%	-22%	25%	4%	1%	1%	1	i
11) COc1ccccc1NC(=O)c1cc(Br)ccc1Cl
    -1%	-6%	9%	-27%	13%	-2%	4%	57	i

The results go on:
cpd | Compound | KB-3-1 tox | HT1080NT lethal | SW480 rerep | KB-V1 cytotox | MCF10A rereplic | HT1080 IDH1KD tx | ATXN2 expr inh | IL1B secr inh | ATXN viability
31 | Cc1ccc(C(=O)Nc2ncc([N+](=O)[O-])s2)cc1 | ? | 18µM* | -7% | 1% | -6% | 23µM* | 2.8µM* | -67* | ?
32 | O=C(CSc1nnc(-c2ccc(Br)cc2)o1)N1CCN(C(=O)c2ccco2)CC1 | -6% | 3% | -5% | ? | -1% | 3% | -13% | 13 | i
33 | CCN1CCC(=NNC(=O)c2ccc(C)c([N+](=O)[O-])c2)CC1 | 0% | 5% | -3% | ? | -2% | 4% | 26% | 8 | i
34 | COC(=O)c1ccc(S(=O)(=O)N2CCc3ccccc32)cc1 | ? | ? | ? | -23% | ? | 9.2µM* | -4% | 29 | i
35 | CCOC(=O)C(=CNNc1c(C)csc1C(=O)OC)C(=O)OCC | -12% | -1% | -1% | -6% | 1% | -2% | -24% | 54 | i
36 | O=C(NNC(=O)c1ccco1)c1ccccc1 | 22% | 8% | 0% | 0% | -10% | 16% | 17% | 4 | i
37 | COc1cccc(OC)c1CN(C)C(=O)c1cnccc1C(F)(F)F | 0% | 17% | -61%[inhibitor] | -23% | 7% | 27% | 5% | . | i
38 | O=C(NNC(=O)c1sccc1-n1cccc1)Nc1ccccc1 | -3% | -1% | 1% | -17% | -23% | 26% | -16% | 0 | i
39 | CCCc1nnc(NC(=O)c2cc(=O)c3cc(Cl)ccc3o2)s1 | -2% | . | . | ? | . | . | 6% | . | ?
40 | O=S(=O)(NCC(c1ccc2c(c1)OCO2)N1CCOCC1)c1ccc(F)cc1 (configuration not stated) | -5% | 1% | -411%[inhibitor] | -11% | 0% | 5% | 4% | -6 | ?
41 | Cc1ccc(C2CC(=O)N(c3ccc(F)cc3)C3=C2C(=O)CCC3)cc1 (configuration not stated) | -18% | 1% | 3% | -2% | 2% | 1% | 2% | 10 | i
42 | CCc1cc2c(=O)n(CCCOC)c(SCC(=O)Nc3oc(C)c4c(C)n[nH]c(=O)c34)nc2s1 | 18% | 0% | -2% | ? | 23% | 2% | -16% | 5 | i
43 | O=C(O)CC(NS(=O)(=O)c1ccc(Cl)s1)c1ccccc1 (configuration not stated) | 11% | . | . | 5% | . | . | -3% | . | i
44 | Cc1nn(C)cc1C(C)NC(=O)c1cc(COc2c(F)cccc2F)on1 (configuration not stated) | 5% | 15% | -2% | -27% | -7% | 14% | 1% | -25 | i
45 | CCn1cnc2cc(NCc3cccs3)ccc21 | 1% | 13% | -3% | -3% | -3% | 10% | 38% | -2 | i
46 | CCC(=O)N1CCC1(C)C(=O)Nc1cnc2ccccc2c1 (configuration not stated) | 0% | ? | . | -1% | . | 12% | 8% | 3 | i
47 | Cc1csc(NC(=O)CS(=O)(=O)Cc2ccccc2)n1 | 13% | 4% | 3% | 7% | 10% | -5% | -3% | 2 | i
